GSK3A inh – blockers of GSK3A enzyme activity – biochemical, luminescence, cell-free homogeneous, HTS, primary screen; Glycogen synthase kinase-3 alpha (Homo sapiens), P49840; GSK-3 alpha kinase, ADP-Glo luminescence, 60 min; inhibition, % at 10 µM; 320,000 compounds, 0.1% hits; AID 2650, 2010;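 in the data active = inhibition above about 50%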;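 note: GST-tagged GSK-3 alpha with peptide substrate and 25 µM ATP; 0% = DMSO neutral wells and 100% = GW8510 positive control wells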
KCNK9 block – KCNK9 potassium channel inhibitors, primary screen, HEK293 cells, thallium flux | Potassium channel subfamily K member 9 (Homo sapiens), Q9NPC2 | FluxOR thallium flux fluorescence; stronger effect = lower value | B-score at 10 µM | 310,000 compounds, 1.2% hits | AID 488922, 2010;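 active = ratio B-score over 3 SD below the library mean, with starting fluorescence within 5 SD of its mean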;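 note: negative B-score means less thallium flux so channel inhibition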
hERG protect – hERG rescue from dofetilide block, primary screen, cell-based, CHO-hERG, FluxOR thallium flux, dofetilide IC70. Voltage-gated inwardly rectifying potassium channel KCNH2 (Homo sapiens), Q12809. dofetilide IC70 present. activation (rescue from dofetilide block), less the hit threshold, % at 10 µM. 310,000 compounds, 0.51% hits;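 active = activation above the mean of controls blocked by dofetilide plus 5 SD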;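 note: thallium influx through hERG after potassium depolarization seen as dye fluorescence rise; in these data hits start at about 4.7%; inactives centre near -7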
Target sequence (Q12809 whole entry, looked up): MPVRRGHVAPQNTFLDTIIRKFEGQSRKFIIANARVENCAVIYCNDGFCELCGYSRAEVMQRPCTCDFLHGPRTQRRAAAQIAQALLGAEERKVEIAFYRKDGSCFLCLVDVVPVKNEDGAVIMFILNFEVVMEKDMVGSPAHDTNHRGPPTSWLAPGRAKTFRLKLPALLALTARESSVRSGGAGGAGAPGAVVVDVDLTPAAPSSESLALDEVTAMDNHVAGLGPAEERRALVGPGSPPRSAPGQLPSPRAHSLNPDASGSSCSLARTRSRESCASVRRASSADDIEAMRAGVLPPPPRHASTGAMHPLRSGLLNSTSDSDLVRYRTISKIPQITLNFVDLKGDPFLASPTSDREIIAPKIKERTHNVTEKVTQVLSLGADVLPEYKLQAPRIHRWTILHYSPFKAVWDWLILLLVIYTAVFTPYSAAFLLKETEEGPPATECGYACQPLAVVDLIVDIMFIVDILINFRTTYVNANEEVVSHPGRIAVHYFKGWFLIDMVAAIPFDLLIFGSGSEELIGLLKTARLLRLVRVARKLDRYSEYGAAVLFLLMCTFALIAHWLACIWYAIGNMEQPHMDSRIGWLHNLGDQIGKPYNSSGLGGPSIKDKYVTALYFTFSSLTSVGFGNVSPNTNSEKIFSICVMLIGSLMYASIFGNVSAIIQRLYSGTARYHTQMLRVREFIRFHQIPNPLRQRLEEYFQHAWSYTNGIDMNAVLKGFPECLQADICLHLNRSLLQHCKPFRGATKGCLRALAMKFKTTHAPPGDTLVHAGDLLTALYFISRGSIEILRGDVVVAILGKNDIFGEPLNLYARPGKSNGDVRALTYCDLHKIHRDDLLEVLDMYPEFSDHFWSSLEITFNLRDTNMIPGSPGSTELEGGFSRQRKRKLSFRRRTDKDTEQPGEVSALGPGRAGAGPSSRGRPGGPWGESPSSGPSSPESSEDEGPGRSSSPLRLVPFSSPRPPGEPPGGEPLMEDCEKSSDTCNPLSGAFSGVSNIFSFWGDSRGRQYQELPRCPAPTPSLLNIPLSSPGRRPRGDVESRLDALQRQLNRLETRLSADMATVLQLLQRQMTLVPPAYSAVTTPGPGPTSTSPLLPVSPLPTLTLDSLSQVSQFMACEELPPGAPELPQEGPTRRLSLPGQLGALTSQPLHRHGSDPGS
KCNK3 inh – human KCNK3 channel inhibitors, primary screen, CHO cells, FluxOR thallium flux, B-score; Potassium channel subfamily K member 3 (Homo sapiens), O14649; 340,000 compounds, 0.84% hits; AID 602410, 2012; FluxOR fluorescence; stronger effect = lower value; B-score at 10 µM;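 active = B-score under library mean minus 4 SD, starting fluorescence ratio at most library mean plus 5 SD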;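 note: more negative B-score means stronger inhibition of thallium flux through KCNK3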
GSK3B inh – human GSK3beta kinase inhibitors, primary screen, biochemical, cell-free homogeneous, HTS; GST-GSK3beta kinase, ADP-Glo luminescence, 60 min; stronger effect = lower value; activity score (negative = inhibition), % at 10 µM; 300,000 compounds, 0.038% hits; AID 2097, 2009;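 active = more than half of replicate wells score below -50%, meaning over 50% inhibition versus plate controls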;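 note: 0% = median DMSO wells and -100% = median GW8510 positive control wells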
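Test system – GST-tagged human GSK3beta kinase, cell-free · Incubation – 60 min enzyme reaction, room temperature · Signal – ADP-Glo luminescence · Also added – peptide substrate and ATP at 25 µM · Controls – DMSO neutral wells and GW8510 at 20 µM as positive · Buffer or medium – Tris/MgCl2 kinase buffer · Measure – Luminescence-derived activity versus plate DMSO and GW8510 wells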
KCNQ1 inh – inhibitors of human KCNQ1 channel, primary screen, cell-based, thallium flux, high-throughput | Potassium voltage-gated channel subfamily KQT member 1 (Homo sapiens), P51787 | CHO-K1 KCNQ1, FluxOR thallium flux fluorescence; stronger effect = higher value | B-score at 10 µM | 310,000 compounds, 1.3% hits | AID 2642, 2010;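 active = compounds whose thallium flux B-score, printed positive for inhibition, exceeds three library SD while starting fluorescence stays within three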;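 note: channel opened by potassium depolarization with thallium stimulus after 20 min compound exposure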
RGS4 act – RGS4 potentiators or activators, primary screen, cell-based, HEK293 M3R inducible RGS4, calcium flux | carbachol calcium flux Fluo4; stronger effect = lower value | B-score at 10 µM | 310,000 compounds, 0.92% hits | AID 463111, 2010;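 active = B-score of the integrated calcium signal more than 4 SD below the library mean, with starting fluorescence not abnormally high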;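 note: negative B-score means reduced calcium response which marks RGS4 activation or potentiation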
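Assay system: Inducible-RGS4 HEK293 cells carrying M3 receptor | Schedule: Compound preincubation 20 min at room temperature before agonist | Signal: Kinetic calcium fluorescence imaging with Fluo4-AM dye, 2 µM | Read-out basis: B score from integrated fluorescence ratio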
Dyrk1A ADPGlo – rat Dyrk1A kinase inhibitors, primary screen, biochemical, single point, plate reader; Dual specificity tyrosine-phosphorylation-regulated kinase 1A (Rattus norvegicus), Q63470; ADP-Glo luminescence, NFATc1 peptide; inhibition, % at 12.5 µM; 310,000 compounds, 0.43% hits; in the data active = inhibition above about 50%;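 note: plate controls were vehicle with enzyme for no effect and no enzyme for full effect; many of its hits are not listed in these tables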
PolyA inh – polyadenylation inhibitors in yeast reporter cells, primary screen, luminescence, S. cerevisiae | AID 1875, 2009 | S. cerevisiae SKY197-pL101 polyadenylation reporter, beta-gal luminescence; efflux-impaired pdr1/pdr3 knockout yeast; score 100 = 6 SD above DMSO | 300,000 compounds, 0.02% hits | calls only at 12 µM;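 active = lowest replicate activity score at least 50, where 100 means six control SD above control mean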;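 note: yeast exposed to compound for 9 h at 30 °C; higher score means more reporter readthrough which indicates perturbed polyadenylation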
KCNQ1 act – potentiators or activators of KCNQ1 channel, primary screen, cell-based, thallium flux, high-throughput. 310,000 compounds, 0.35% hits. Potassium voltage-gated channel subfamily KQT member 1 (Homo sapiens), P51787. B-score at 10 µM. CHO-K1 KCNQ1, thallium flux FluxOR fluorescence; stronger effect = higher value. AID 2648, 2010;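 active = fluorescence ratio B-score, a plate-corrected score, at least three library SD, with initial intensity B-score within 5 SD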
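Assay system: CHO-K1 cells stably expressing KCNQ1. Medium: assay buffer for compound exposure, DMSO matched across wells. Timing: 37 °C overnight plating, 90-min dark dye load, 20-min compound pretreatment. Signal: kinetic FluxOR fluorescence, 10 s baseline plus 110 s post-stimulus.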
RGS4 block – RGS4 inhibitors, primary screen, cell-based, HEK293 M3R inducible RGS4, calcium flux; Regulator of G-protein signaling 4 (Homo sapiens), P49798; Fluo-4 calcium flux; stronger effect = higher value; triggered by carbachol at its EC20; B-score at 10 µM; 310,000 compounds, 0.45% hits;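 active = B-score, a plate-corrected calcium signal, over three deviations above library mean, with baseline fluorescence within five deviations of library mean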;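 note: RGS4 expression induced by doxycycline in cells with stable M3 receptor; B-score is computed from the integrated fluorescence ratio over baseline after carbachol; higher B-score means a larger calcium signal and so more RGS4 inhibition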
Numbers without * were called inactive; i = inactive; / = not tested or not shown. This is a subset; rates above refer to the full screens.

Molecule | GSK3A inh | KCNK9 block | hERG protect | KCNK3 inh | GSK3B inh | KCNQ1 inh | RGS4 act | Dyrk1A ADPGlo | PolyA inh | KCNQ1 act | RGS4 block
COc1cccc(-c2cc(C(=O)N3CCc4ccccc4C3)[nH]n2)c1 | / | i | -9 | i | 1 | i | i | / | i | i | i
Cc1cc(NC(=O)CSc2nnc(CNc3cccc(C(F)(F)F)c3)n2Cc2ccco2)no1 | -3 | i | -7 | i | 0 | i | i | -1 | i | i | i
CC(=O)Nc1ccc(NC(=O)CSc2ccc3nnc(-c4ccccn4)n3n2)cc1 | 1 | i | -6 | i | -2 | i | i | -1 | i | i | i
COc1ccc(CC(=O)Nc2ccccc2N2CCCC2)cc1 | -2 | i | -10 | i | -1 | i | i | 14 | i | i | i
Cc1ccc(NC(=O)CN(C)C(=O)CSc2nc(C)cc(C)n2)cc1 | 2 | i | -10 | i | -3 | i | i | / | i | i | i
c1ccc2[nH]c(SCc3cn4cccnc4n3)nc2c1 | -2 | i | -2 | i | -1 | i | i | -5 | / | i | i
O=C(Nc1cccnc1)OC1CCCCC1 | 4 | i | -8 | i | -1 | i | i | 1 | i | i | i
O=C(c1nc2ccccc2s1)N1CCSCC1 | -21 | i | -11 | i | -1 | i | i | -14 | i | i | i
Cc1ccc(NC(=O)c2cc(S(=O)(=O)N3CCCC3)cn2C)cc1 | -1 | i | -11 | i | 1 | i | i | 4 | i | i | i
Cc1cccc(N(O)C(=O)Nc2cccc(Cl)c2)c1 | -2 | i | -2 | i | -4 | i | i | 3 | i | i | i
OCCC1CN(Cc2ccc(Oc3ncccn3)cc2)CCN1Cc1ccc(F)c(F)c1 (stereo not given) | 0 | i | -6 | i | 3 | i | i | 3 | i | i | i
Cc1ccc(C)c(OCCC(=O)OCC(=O)Nc2cccc(S(=O)(=O)N3CCCC3)c2)c1 | 0 | i | -11 | i | -4 | i | i | 5 | i | i | i
COc1nonc1NCn1nc(C)cc1C | 0 | i | -9 | i | 0 | i | i | -3 | i | i | i
COc1ccc(C(C(=O)NC(C)(C)C)N(CCc2ccccc2)C(=O)CCC(=O)Nc2cc(C)on2)cc1 (stereo not given) | -1 | i | -7 | i | 0 | i | i | 0 | i | i | i
O=C(COc1coc(CN2CCN(c3ccccc3)CC2)cc1=O)N1CCc2ccccc21 | -2 | i | -6 | i | 1 | i | i | / | i | i | i
COc1ccc(Cc2nc(-c3cccs3)no2)cc1 | / | i | -9 | i | -3 | i | i | 3 | i | i | i
O=C(COc1ccccc1)Nc1ccc(C(=O)N2CCCC2)cc1 | 2 | i | -14 | i | 0 | i | i | -2 | i | i | i
CC(=O)c1ccc(N2CCN(C(=O)c3ccc4nc[nH]c4c3)CC2)cc1 | 0 | i | -5 | i | 2 | i | i | -3 | i | i | i
O=C1COc2ccc(C(=O)COC(=O)Cc3ccsc3)cc2N1 | 0 | i | -11 | i | 5 | i | i | 1 | i | i | i
CCO[C@@H]1OC(C(=O)N2CCN(C)CC2)=C[C@H](c2csc3ccccc23)[C@H]1CCCO | -3 | i | -8 | i | 11 | i | i | 3 | i | i | i
Cc1ccc(S(=O)(=O)N2CCN(C(=O)COc3ccc(-c4nnco4)cc3)CC2)cc1 | -2 | i | -9 | i | 2 | i | i | -10 | i | i | i
CN(Cc1ncc[nH]1)C(=O)CC1C(=O)NCCN1Cc1c(F)cccc1Cl (stereo not given) | -1 | i | -3 | i | 0 | i | i | 0 | i | i | i
O=C(NC1CCN(C(=O)Nc2cccc(F)c2)CC1)C1CCCCC1 | -3 | i | -7 | i | 0 | i | i | 2 | i | i | i
O=C(NC1=NCCS1)c1ccc(Br)s1 | -3 | i | -6 | i | 3 | i | i | 2 | i | i | i
O=C(N/N=C/c1cccc([N+](=O)[O-])c1)C1CC(=O)N(c2ccc(F)cc2)C1 (stereo not given) | 7 | i | -7 | i | 2 | i | i | 4 | i | i | i
CCC1CCCCN1S(=O)(=O)c1ccc(C(=O)Nc2nnc(C3CC3)o2)cc1 (stereo not given) | 10 | i | -14 | i | 1 | i | i | -7 | i | i | i
Cn1cc(S(=O)(=O)CC(=O)N2CCc3ccccc32)c2ccccc21 | -3 | i | -3 | i | -1 | i | i | 7 | i | i | i
C/C(=N/NS(=O)(=O)c1cc(C)ccc1C)c1ccc2c(c1)OCO2 | -1 | i | -10 | i | 2 | i | i | -1 | i | i | i
O=C(Nc1ncn[nH]1)c1cc(S(=O)(=O)Nc2cccc(C(F)(F)F)c2)ccc1Cl | 0 | i | -10 | i | 1 | i | i | / | i | i | i
Cc1cccc(-n2cnc(C(=O)Nc3cccnc3)c2)n1 | -2 | i | -9 | i | 2 | i | i | 10 | i | i | i
CCOc1ccc(CCNC(=O)Cn2ccc3ccccc3c2=O)cc1OCC | -2 | i | -4 | i | 2 | i | i | / | i | i | i
CC1(C)CC(=O)N(c2cc(Cl)ccc2Cl)C(=O)C1 | -1 | i | -5 | i | 1 | i | i | -1 | i | i | i
COc1cc(C2NC(=O)NC(C)=C2C(=O)OC(C)C)ccc1OC(=O)c1ccco1 (stereo not given) | -1 | i | 0 | i | 0 | i | i | -2 | i | i | i
Cc1cc2ccccc2n1CCNC(=O)C(C)(C)C | -2 | i | -12 | i | 1 | i | i | 2 | i | i | i
O=C(O)c1ccc(CN2C(=O)c3ccccc3S2(=O)=O)cc1 | -2 | i | 0 | i | 1 | i | i | 9 | i | i | i
Cn1c(C(=O)OCC(=O)NCc2ccc(F)cc2)cc2occc21 | / | i | -10 | i | -2 | i | i | -4 | i | i | i
CCOc1ccccc1OCC(=O)NN1Cc2ccccc2C1=N | 2 | i | -7 | i | 2 | i | i | 6 | i | i | i
CCOc1ccc(NC(=O)CSc2nc(=O)n(CCCN3CCOCC3)c3c2CCC3)cc1 | -4 | i | -9 | i | -2 | i | i | 0 | i | i | i
CCCCNC(=O)CNC(=S)N(Cc1ccccc1)Cc1cccnc1 | -2 | i | -9 | i | 2 | i | i | 4 | i | i | i
COc1ccc(NC(=O)C(CC(=O)O)Cc2ccc(Cl)cc2)cc1 (stereo not given) | -6 | i | -11 | i | 5 | i | i | -2 | i | i | i
COC(=O)c1cnc(Oc2ccc(NC(=O)NC(=O)c3c(F)cccc3Cl)cc2)cc1C(F)(F)F | -3 | i | -8 | i | 1 | i | i | 2 | i | i | i
O=C(CCN1C(=O)c2ccccc2C1=O)Nc1cccc(O)c1 | 0 | i | -5 | i | -7 | i | i | 0 | i | i | i
COC(=O)Nc1sc2c(c1C(=O)N1CCOCC1)CCC(C)C2 (stereo not given) | 1 | i | -7 | i | -4 | i | i | 3 | i | i | i
Cc1csc(NC(=O)CS(=O)(=O)Cc2ccccc2)n1 | 0 | i | -6 | i | 0 | i | i | -4 | i | i | i
Cc1cc(-c2csc3ncnc(N4CCN(C)CC4)c23)cc(C)c1C | 2 | i | -6 | i | 2 | i | i | 3 | i | i | i
c1ccc(CSc2nccc(-c3ccco3)n2)cc1 | -2 | i | -5 | i | 1 | i | i | / | i | i | i
Nc1nc(SCC(=O)Nc2ccccc2)[nH]c(=O)c1NC(=O)c1cccs1 | 0 | i | -6 | i | 3 | i | i | 0 | i | i | i
COCCn1c(SCC(=O)N2CCCCC2)nc2c(c1=O)SC(C)C2 (stereo not given) | -3 | i | -3 | i | -3 | i | i | -9 | i | i | i
COc1ccc(-c2[nH]ncc2CN2CCC(N3CCSCC3)CC2)cc1F | -2 | i | -5 | i | -4 | i | i | -2 | i | i | i
CCN(CC)S(=O)(=O)c1ccc(NC(=O)CSc2cccc[n+]2[O-])cc1 | -2 | i | -6 | i | 3 | i | i | 3 | i | i | i
CSC(=S)N/N=C/c1ccccc1 | -4 | i | 11* | i | 1 | i | i | 6 | i | 35* | i
CC1(c2ccc(OC(F)F)cc2)NC(=O)N(CC(=O)Nc2cccc(S(N)(=O)=O)c2)C1=O (stereo not given) | -2 | i | -14 | i | -2 | i | i | -5 | i | i | i
Cc1ccc2c(c1)C=CC(C)(C)S2(=O)=O | -2 | i | -4 | i | 2 | i | i | -1 | i | i | i
COc1ccc(C2CC(c3ccccc3)=NN2c2ccc(/C=N/NC(=O)c3ccncc3)cc2)cc1 (stereo not given) | 1 | i | -4 | i | -1 | 6* | i | 1 | i | i | i
COc1cccc(C2/C(=C(/O)c3ccccc3)C(=O)C(=O)N2Cc2ccco2)c1 (stereo not given) | -7 | i | -8 | i | 5 | i | i | -9 | i | i | i
COc1ccccc1NCC(=O)Nc1cc(S(=O)(=O)N2CCOCC2)ccc1N1CCOCC1 | -4 | i | -11 | i | -2 | i | i | / | i | i | i

Reprinted at random: 3 compounds from above, in no set order.
Molecule | GSK3A inh | KCNK9 block | hERG protect | KCNK3 inh | GSK3B inh | KCNQ1 inh | RGS4 act | Dyrk1A ADPGlo | PolyA inh | KCNQ1 act | RGS4 block
COCCn1c(SCC(=O)N2CCCCC2)nc2c(c1=O)SC(C)C2 (stereo not given) | -3 | i | -3 | i | -3 | i | i | -9 | i | i | i
Cc1csc(NC(=O)CS(=O)(=O)Cc2ccccc2)n1 | 0 | i | -6 | i | 0 | i | i | -4 | i | i | i
CSC(=S)N/N=C/c1ccccc1 | -4 | i | 11* | i | 1 | i | i | 6 | i | 35* | i
